Tb PYK inh = inhibitors of Trypanosoma brucei pyruvate kinase | Q57TT1 | TbPYK enzyme, Kinase-Glo Plus ATP luminescence, 45 min | Potency, µM (highest dose often 76.8 µM), for inactives: at the highest dose activity, negative = inhibition, most hits filed as inhibitors | 410,000 tested, 0.12% active | AID 624173; note: potency is the fitted concentration of half-maximal effect; % is set by controls: 0 for no effect and ±100 for the full control effect; nearly all actives have a fitted effect of over 50% in size
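Screened from lowest to highest concentration, compounds were pinned into TbPYK/substrate mixtures, and ADP (130 uM final) was added. Plates sat at room temperature for 45 min prior to Kinase-Glo Plus detection by luminescence.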
Pf growth 48h = inhibits P. falciparum growth in the first generation, 48 h; P. falciparum luciferase growth in erythrocytes, 48 h; Potency, µM (top dose mostly 28.7 µM), without a hit: at the top dose activity change, negative = inhibition, actives largely listed as inhibitors; 310,000 tested, 5.9% active; note: potency is the fitted concentration of half-maximal effect; % is set by controls: 0 for no effect and ±100 for the full control effect
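Firefly luciferase activity from engineered P. falciparum reports growth; inhibitors lower the luminescent signal. Cultures contained 2% hematocrit erythrocytes at 0.1% final parasitemia.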
Cycloheximide cs = counter-screen for Shiga toxin inhibitors: cycloheximide protein synthesis inhibition; cell reporter, cycloheximide protein synthesis inhibition counterscreen; max response, %; 300,000 tested, 12% active; AID 2314; in the data active = max response mostly above about 13%, no sharp cut-off; inactive = mostly below about 14%; note: read at 38.3 µM for the half of the compounds with a filed dose; 0% is about no effect
Pf growth 96h = inhibits malaria parasite growth, 96 h. P. falciparum luciferase reporter growth, 96 h. Potency, µM (titrated, usually from 28.7 µM), inactives show at the highest dose activity change, negative = inhibition, usual class: inhibitors. 320,000 tested, 6.9% active. AID 504834; note: potency is the fitted concentration of half-maximal effect; % is set by controls: 0 for no effect and ±100 for the full control effect
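Erythrocytes infected with luciferase-expressing P. falciparum were dispensed at 2% hematocrit and 0.05% parasitemia (final), then incubated with compounds 96 hours at 37 C in 5% CO2. Luminescence after detection reagent addition reported growth.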
Shiga toxin inh = blocks Shiga toxin action in Vero cells. Vero cells, Shiga toxin protein synthesis inhibition reporter. inhibition, % at 38.7 µM. 290,000 tested, 9.2% active. AID 2315; in the data active = inhibition mostly above about 28%, no sharp cut-off; inactive = mostly below about 43%; note: 0% is about no effect
LmPK inh = LmPK (Leishmania mexicana) enzyme inhibition; AID 1721; purified LmPK, Kinase-Glo ATP luminescence, 1 h; 290,000 tested, 0.37% active; Potency, µM (doses to about 57.5 µM), for the others: at the top dose activity change, negative = inhibition, most hits filed as inhibitors; note: potency is the fitted concentration of half-maximal effect; % is set by controls: 0 for no effect and ±100 for the full control effect
Target sequence (Q27686 whole entry, looked up): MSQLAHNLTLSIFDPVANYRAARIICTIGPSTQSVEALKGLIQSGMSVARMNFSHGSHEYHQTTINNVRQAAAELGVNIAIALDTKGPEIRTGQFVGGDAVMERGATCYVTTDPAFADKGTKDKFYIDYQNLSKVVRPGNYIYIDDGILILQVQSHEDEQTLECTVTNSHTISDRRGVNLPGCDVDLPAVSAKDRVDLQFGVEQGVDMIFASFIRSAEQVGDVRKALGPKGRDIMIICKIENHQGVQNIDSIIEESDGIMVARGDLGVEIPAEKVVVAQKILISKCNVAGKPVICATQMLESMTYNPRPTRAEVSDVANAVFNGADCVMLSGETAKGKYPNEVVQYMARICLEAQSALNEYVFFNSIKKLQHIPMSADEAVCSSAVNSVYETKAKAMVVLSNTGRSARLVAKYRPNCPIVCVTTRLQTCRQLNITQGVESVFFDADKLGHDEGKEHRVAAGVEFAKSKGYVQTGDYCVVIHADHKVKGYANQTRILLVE
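Pyruvate kinase activity monitored as ATP production (luciferase luminescence). Conditions: 0.1 nM enzyme, 0.5 mM PEP, 0.1 mM ADP, 1 h, RT; normalized against uninhibited and no-enzyme wells.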
AMA1 RON2 block = AMA1-RON2 (P. falciparum) interaction inhibition. 360,000 tested, 0.2% active. Potency, µM (series often up to 58.2 µM), inactives show at the top dose activity change, negative = inhibition, most hits filed as inhibitors. AlphaScreen AMA1-biotinylated RON2 peptide binding;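 note: potency is the fitted concentration of half-maximal effect; 0% = vehicle wells and -100% = peptide control; nearly all actives have a fitted effect of over 45% in size; some results filed as inactive show a strong effect at the top dose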
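AMA1 (3D7) with his tag at 25 nM final met compounds first, then biotinylated RON2 peptide at 25 nM; detection used donor plus acceptor beads, 10 µg/mL apiece, read by AlphaScreen after 30 min at room temperature.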
Starred values were filed as active, the others as inactive; ? = inconclusive; · = no result given; & = joins results of further samples; [ ] = dose if it differs, or a comment. Unless noted, calls come from the whole dose curve; as a rule, active = well fitted curve in the direction sought with a large enough effect; inconclusive = small, poorly fitted or top-dose-only effect, or another doubt; inactive = no such curve, though single readings can be large; an effect the other way counts as inactive or inconclusive. Compounds were not picked by outcome; any-hit rate near 21%.

Start of the data: the first six entries, ahead of the listing:
SMILES	Tb PYK inh	Pf growth 48h	Cycloheximide cs	Pf growth 96h	Shiga toxin inh	LmPK inh	AMA1 RON2 block
S=C(Nc1ccc(Cl)cc1Cl)N1CCCC1	0%	55%[activator]	60*	?	88*	-8%	3%
CC1=C(C#N)C(c2ccccc2)C2=C(N1)c1ccccc1C2=O (configuration not stated)	-8%	?	-2	15µM*	-16	-1%	-16%
COc1ccc(CN2CCN(CCCc3ccccc3)C(CCO)C2)c(O)c1 (configuration not stated)	4%	?	1	2.9µM*	-7	-1%	4%
O=C(CCN1C(=O)C2CC=CCC2C1=O)N1CCN(c2ccccn2)CC1 (configuration not stated)	0%	4%	1	32%[activator]	-2	0%	7%
CCc1ccc(Nc2n[n+](-c3ccccc3)c(-c3cc(OC)c(OC)cc3Br)s2)cc1	10%	?	2	12µM*	-9	2%	63%[activator]
Cc1nc(-c2ccc(Cl)cc2)sc1C1(C)CC(c2cccc([N+](=O)[O-])c2)=NO1 (configuration not stated)	-9%	1%	18*	57%[activator]	17	1%	-17%

The whole of this part (from the top)
SMILES	Tb PYK inh	Pf growth 48h	Cycloheximide cs	Pf growth 96h	Shiga toxin inh	LmPK inh	AMA1 RON2 block
S=C(Nc1ccc(Cl)cc1Cl)N1CCCC1	0%	55%[activator]	60*	?	88*	-8%	3%
CC1=C(C#N)C(c2ccccc2)C2=C(N1)c1ccccc1C2=O (configuration not stated)	-8%	?	-2	15µM*	-16	-1%	-16%
COc1ccc(CN2CCN(CCCc3ccccc3)C(CCO)C2)c(O)c1 (configuration not stated)	4%	?	1	2.9µM*	-7	-1%	4%
O=C(CCN1C(=O)C2CC=CCC2C1=O)N1CCN(c2ccccn2)CC1 (configuration not stated)	0%	4%	1	32%[activator]	-2	0%	7%
CCc1ccc(Nc2n[n+](-c3ccccc3)c(-c3cc(OC)c(OC)cc3Br)s2)cc1	10%	?	2	12µM*	-9	2%	63%[activator]
Cc1nc(-c2ccc(Cl)cc2)sc1C1(C)CC(c2cccc([N+](=O)[O-])c2)=NO1 (configuration not stated)	-9%	1%	18*	57%[activator]	17	1%	-17%
COC(C(=O)Nc1ccnn1C1CCN(C(=O)c2ccc(C=O)cc2)CC1)c1ccccc1 (configuration not stated)	3%	?	16	3%	-2	-1%	0%
COc1ccc(CCN2CC(C(=O)NCC(=O)Nc3ccc(F)c(F)c3)CC2=O)cc1OC (configuration not stated)	4%	-19%	·	?	·	·	-4%
CC(=O)CCc1ccc(OCCCCN2CCC(Cc3ccccc3)CC2)cc1	-10%	?	-2	?	-6	1%	4%
COc1ccc(NC(=S)N(CCC(C)C)C2CCN(C(C)C)CC2)cc1	-8%	-8%	8	38%[activator]	-4	0%	10%
COc1cccc(OCc2nnc(SCC(=O)N3c4ccccc4Sc4ccc(Cl)cc43)o2)c1	-3%	?	1	-3%	-12	5%	8%[2.32 µM]
COc1ccc(NC(=O)c2cccc(N3C(=O)C4C5C=CC(C5)C4C3=O)c2)cc1Cl (configuration not stated)	5%	?	-1	7%	14	7%	5%
CCCOc1ccc(/C(O)=C2\C(=O)C(=O)N(CCCN(C)C)C23C(=O)N(C)c2ccccc23)cc1 (configuration not stated)	·	-1%	1	·	2	3%	·
CCn1cnc2sc(C(=O)Oc3ccc(Br)cc3)c(C)c2c1=O	6%	54%[activator]	30*	2.9µM*	64*	-4%	-3%
O=C(O)C1CCCCC1C(=O)Nc1ccc(S(=O)(=O)N2CCCCCC2)cc1 (configuration not stated)	0%	3%	-4	21%	-7	0%	14%
Cc1ccc(C)c(NS(=O)(=O)c2ccc(-c3coc(C)n3)cc2)c1	-1%	19%	-2	-18%	-8	4%	-21%
O=C(NCc1ccccc1Cl)C1CCC(=O)N(CC2CCCCC2)C1 (configuration not stated)	-7%	3%	10	16%	-29	-10%	-10%
CC1CCCC(NC(=O)COC(=O)/C=C/c2ccc3c(c2)OCO3)C1C (configuration not stated)	11%	15%	-1	29%	-11	4%	23%
O=C(N/N=C1\CCCc2ccccc21)c1ccccc1[N+](=O)[O-]	2%	?	4	?	10	3%	-6%
CCSc1n[nH]c(=S)s1	?	8%	0	96%[activator]	-4	30%	22%
CC1=CC(C)(C)Nc2ccc(OC(=O)C(Cc3ccccc3)N3C(=O)c4ccccc4C3=O)cc21 (configuration not stated)	3%	?	1	3%	7	0%	?
NC(=O)CN1C(=O)C2C3c4ccccc4C(c4ccccc43)C2C1=O (configuration not stated)	4%	17%	-2	317%[activator]	36	-4%	0%
O=C(NCc1ccco1)/C(=C/c1cccc(C(F)(F)F)c1)c1nc2ccccc2[nH]1	-9%	?	18*	?	-1	-1%	34%[activator]
O=C(Oc1c(CN2CCOCC2)cc(Cl)c2cccnc12)c1ccccc1Br	-8%	1.9µM*	2	10µM*	6	2%	-72%
O=C(CSc1nc2[nH]ncc2c(=O)[nH]1)NCCc1ccccc1	-2%	16%	0	4%	-12	9%[11.5 µM]	-2%
CC1CCCCN1Cc1c(O)ccc2c(=O)c(-c3ccc(Cl)cc3)coc12 (configuration not stated)	-1%&5%	10µM*	30*	45%[activator]	49	2%	-5%
Cc1ccc(C(=O)OCC(=O)c2ccccc2)cc1	-3%	276%[activator]	23*	?	48*	-7%	46%[activator]
O=C1CC(c2ccccc2)CC(O)=C1C=Nc1ccccc1O (configuration not stated)	1%	?	23*	157%[activator]	32	3%	76%[activator]
N#Cc1cccc(N=Cc2c(O)ccc3ccccc23)c1	7%	159%[activator]	-1	0%	-4	-2%	-8%
CCn1c(SCC(=O)c2ccc(C)cc2)nnc1-c1ccoc1C	-9%	-11%	27*	15µM*	0	-5%	22%
Cc1cc(OCCN2CC2)c2ccccc2n1	·	13µM*	1	10µM*	-7	-3%	·
COc1ccc(-c2oc3ncnc(NCCCO)c3c2-c2ccc(OC)cc2)cc1	4%	?	-2	2.1µM*	-20	5%	-16%
CCCn1c(CCC(=O)O)ccc1-c1ccc(OC)cc1	0%	?	-2	3%	-10	5%	18%
CC(C)=NNC1=NC(C)(C)Cc2ccccc21	1%	-3%	2	16%	18	5%	-23%
COc1ccc(N2CCN(S(=O)(=O)CCNC(=O)c3ccc4c(c3)OCO4)CC2)cc1	2%	2%	·	17%	·	·	-6%
CC(Oc1ccc(Br)cc1)C(=O)NC1CCCCCC1 (configuration not stated)	-5%	3%	·	53%[activator]	·	·	20%
O=C(N/N=C/c1ccc(O)c(O)c1)C1c2ccccc2Oc2ccccc21	-2%	?	-1	?	-14	8%	-12%
CC(C)C(C(=O)Nc1ccc(S(N)(=O)=O)cc1)N1C(=O)c2ccccc2C1=O (configuration not stated)	8%	8%[5.75 µM]	-5	0%	-5	2%	18%
CCOC(=O)C1=C(C)Nc2ccccc2S1	6%	58%[activator]	23*	-5%	31*	6%	4%
Cc1ccc(C(=O)Nc2nnc(COc3ccccc3)s2)cc1	2%	48%[activator]	-2	?	-9	3%	-12%
Cc1cccc(C(=O)NC(=S)NNC(=O)Cc2ccccc2)c1	?	?	-5	?	4	1%	71%[activator]
FC(F)(F)c1ccc(/C=N/N2CCN(Cc3ccccc3)CC2)cc1	2%	39%[activator]	8	9%	1	3%	20µM*
O=S(=O)(c1ccccc1)c1nc(NC2CC2)sc1Cl	1%	-10%	7	-28%	-1	-9%	-1%
O=C1CC(NCC2CCCO2)C(=O)N1c1ccc(F)cc1 (configuration not stated)	-4%	26%	-4	456%[activator]	3	2%	51%[activator]
CC(CCCCC(=O)Nc1ccc(C(F)(F)F)cc1)NCCc1cnc[nH]1 (configuration not stated)	·	·	6	·	-5	-11%	·
CN(CC(=O)NCCc1ccc(F)cc1)Cc1cccs1	-1%	28%	28*	12%	26	-2%	-10%
CC(=O)c1ccc(OCC(O)CN2CCN(S(=O)(=O)c3c(C)c(C)cc(C)c3C)CC2)cc1 (configuration not stated)	0%	?	-1	-23%	-3	-5%	-2%
CC(C)CN(C(=O)Cn1c(=O)cnc2ccccc21)C1CCS(=O)(=O)C1 (configuration not stated)	-12%	14%	·	0%	·	·	7%
CCN(CC)c1ccc(C2C(C(=O)OC)=C(C)NC(C)=C2C(=O)OC)cc1	-17%	0%	0	5%	-18	3%	-5%
Cn1c(=O)c2c(SCC(=O)N3CCOCC3)nc(-c3ccccc3F)nc2n(C)c1=O	-4%	?	-4	?	-6	9%	7%

(more compounds)
SMILES	Tb PYK inh	Pf growth 48h	Cycloheximide cs	Pf growth 96h	Shiga toxin inh	LmPK inh	AMA1 RON2 block
CCOC(=O)/C=C1\Nc2ccccc2OC1=O	2%	?	21*	?	11	8%	13%
CCOP(=O)(c1ccccc1)c1nc(-c2ccccc2C)oc1N1CCCCC1 (configuration not stated)	4%	13µM*	0	-30%	-21	-1%	-6%
CC1C2NC(=O)N(Cc3ccccc3)C1(C)Oc1ccccc12 (configuration not stated)	3%	-9%	-1	?	-18	1%	-14%
CC(=O)Nc1ccc(NC(=O)COc2ccc(-c3ccccc3)cc2)cc1	4%	5%	1	-14%	11	-8%	-15%
CCOC(=O)c1cc2c(=O)n3ccccc3nc2n(Cc2ccco2)c1=NC(=O)c1ccc(OC)cc1OC	-11%	?	-2	?	-13	8%	-1%
O=C(NC1CCCC1)C1CCCN(S(=O)(=O)c2ccc(F)cc2)C1 (configuration not stated)	-3%	-17%	-4	?	4	-5%	1%
COc1ccc(/C=N/n2c(=O)[nH]c3c([nH]c4ccc(Cl)cc43)c2=O)cc1CN1CCCCC1	-7%	1%	-1	18%	-14	0%	15%
CSc1ccc(Cl)c(C(=O)Nc2nccs2)c1	11%	?	-5	4%	-4	-1%	25%
CC(OC(=O)c1snc(C(=O)NC2CCCCC2)c1N)C(=O)NC(C)(C)C (configuration not stated)	2%	?	-2	-23%	4	0%	19%
CN(C(=O)CSc1nnc(-c2ccc(Cl)cc2)n1CC1CCCO1)C1CCS(=O)(=O)C1 (configuration not stated)	-8%	12%	-1	6%	-5	5%	-5%
COc1cc(OC)c(CNC2CCCCCC2)cc1Br	-1%	?	7	-7%	-4	-2%	-2%
Cc1ccc2c(c1)N(CC(=O)NC1CCCC1)C(=O)C(C)O2 (configuration not stated)	5%	23%	-6	3%	-9	5%	30%[activator]
CCOC(=O)c1cccc(NC(=O)CNS(=O)(=O)c2cccs2)c1	-4%	-23%	16	?	29	-8%	-5%
CC1CCCN(CCC(=O)Nc2ccc(Br)cc2)C1 (configuration not stated)	1%	11%	-2	-24%	-3	9%	-3%
CC1(C)C(=O)Nc2ccccc2N1C(=O)CN1C(=O)NC(CCc2ccccc2)C1=O (configuration not stated)	7%	?	-3	?	-8	-3%	0%
Cc1noc(C)c1COC(=O)c1cnc(Cl)c(Cl)c1	-5%	-3%	5	8%	-3	2%	7%
CCC(C)NC(=O)CSc1nnc(-c2ccc(C(C)(C)C)cc2)n1C (configuration not stated)	6%	-10%	-3	-22%	-9	1%	-1%

From PubChem BioAssay
